Screening data: PubChem, several laboratories
BoNT-F LC inh: inhibitors of Botulinum neurotoxin F light chain protease; Multiplex microsphere protease cleavage assay, flow cytometry; inhibition, % at 10 µM; 360,000 tested, 0.22% active; AID 588497; in the data active = inhibition above about 35%, passing the limit was not always enough; inconclusive = no clear call, values can overlap the other calls; also: plate controls were buffer without enzyme for full effect and enzyme alone for no effect
PrPC surface inh: cell surface PrPC inhibition, primary TR-FRET screen | P04156 | TR-FRET read-out | inhibition, % at 13.8 µM | 370,000 tested, 0.43% active; in the data active = inhibition above about 24%; also: 0% = median of the test wells and 100% = reference compound wells
PriA SSB inh: blocks PriA binding to SSB C-terminal tail; AlphaScreen SSBct-PriA binding, biotinylated peptide; inhibition, % at 33 µM; 430,000 tested, 0.6% active; AID 1272365; in the data active = inhibition mostly above about 37%, no sharp cut-off; inactive = mostly below about 20%;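 also: plate controls were negative control peptide for no effect and reference peptide for full effect; strong numbers were not always called active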
Anthrax LF inh2: blocks Bacillus anthracis lethal factor protease. P15917. multiplex microsphere protease cleavage assay, LF. inhibition, % at 10 µM. 360,000 tested, 0.12% active. AID 588501; also: plate controls were buffer without enzyme for full effect and enzyme alone for no effect
Target sequence (P15917 whole entry, looked up): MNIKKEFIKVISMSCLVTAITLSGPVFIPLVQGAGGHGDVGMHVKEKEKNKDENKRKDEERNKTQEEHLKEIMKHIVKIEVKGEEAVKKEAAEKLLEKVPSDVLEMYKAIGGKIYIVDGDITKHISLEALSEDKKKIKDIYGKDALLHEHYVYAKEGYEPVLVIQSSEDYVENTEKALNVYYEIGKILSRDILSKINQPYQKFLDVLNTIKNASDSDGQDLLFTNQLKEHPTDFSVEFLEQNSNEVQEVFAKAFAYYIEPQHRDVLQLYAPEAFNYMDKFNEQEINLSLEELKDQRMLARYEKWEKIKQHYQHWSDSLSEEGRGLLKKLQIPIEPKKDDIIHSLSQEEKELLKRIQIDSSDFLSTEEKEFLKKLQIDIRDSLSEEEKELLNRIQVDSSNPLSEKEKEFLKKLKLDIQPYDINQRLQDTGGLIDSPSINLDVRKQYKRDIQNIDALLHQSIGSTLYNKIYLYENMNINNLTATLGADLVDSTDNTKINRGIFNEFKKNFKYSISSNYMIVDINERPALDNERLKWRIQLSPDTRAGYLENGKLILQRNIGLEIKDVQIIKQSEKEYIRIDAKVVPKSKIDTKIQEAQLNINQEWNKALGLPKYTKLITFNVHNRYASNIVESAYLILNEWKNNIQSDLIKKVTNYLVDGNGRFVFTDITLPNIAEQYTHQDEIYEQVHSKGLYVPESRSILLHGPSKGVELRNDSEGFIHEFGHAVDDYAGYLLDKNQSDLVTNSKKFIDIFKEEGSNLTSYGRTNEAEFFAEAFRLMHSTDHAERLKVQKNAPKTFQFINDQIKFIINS
VHR inh abs: blocks human VHR1 dual specificity phosphatase; 290,000 tested, 0.52% active; recombinant VHR phosphatase, pNPP absorbance; inhibition, % at 13.3 µM; P51452; AID 1654; in the data active = inhibition above about 50%; also: some compounds called inactive have numbers as strong as hits
BoNT A protease: blocks Botulinum neurotoxin A light chain protease. multiplex microsphere protease substrate cleavage, flow cytometry. inhibition, % at 10 µM. 360,000 tested, 0.17% active. AID 588499; also: plate controls were buffer without enzyme for full effect and enzyme alone for no effect
CCHFV vOTU inh: CCHFV vOTU protease inhibition. Pep-AMC fluorescence. inhibition, % at 11.5 µM. 370,000 tested, 0.55% active; in the data active = inhibition above about 30%; also: 0% = vehicle wells with enzyme and 100% = no enzyme wells
SARS 3CLpro inh: SARS-CoV 3CLpro protease inhibition; inhibition, % at 6 µM; AID 1706; recombinant SARS-CoV 3CLpro, quenched FRET peptide cleavage; P0C6X7; 290,000 tested, 0.14% active; in the data active = inhibition above about 12%
MazEF act: increases E. coli MazEF RNase cleavage of RNA | 350,000 tested, 0.32% active | FAM/BHQ RNA-DNA oligo cleavage fluorescence, 5 h | activation, % at 20 µM | P0AE70 | AID 504720; in the data active = activation above about 50%
Target sequence (P0AE70 whole entry, looked up): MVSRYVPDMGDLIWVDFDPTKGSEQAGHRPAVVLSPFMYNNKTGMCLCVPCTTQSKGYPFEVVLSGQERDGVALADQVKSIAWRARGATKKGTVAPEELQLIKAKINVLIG
Rv3671c protease: inhibits the M. tuberculosis serine protease Rv3671c | P9WHR9 | inhibition, % at 5.96 µM | 320,000 tested, 0.048% active; in the data active = inhibition above about 38%;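 also: extracellular domain of Rv3671c used as enzyme; 0% = enzyme with DMSO and 100% = no enzyme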
* hit, by the source's call; ? = inconclusive; . = not tested or not shown; & = joins results of further samples. Rule as the data show it, unless noted: active = inhibition above about 30%; inconclusive = no clear call, values can overlap the other calls; inactive = below that. Only part of the results is shown, so the mix of outcomes need not match the whole.

SMILES	BoNT-F LC inh	PrPC surface inh	PriA SSB inh	Anthrax LF inh2	VHR inh abs	BoNT A protease	CCHFV vOTU inh	SARS 3CLpro inh	MazEF act	Rv3671c protease
CC(=O)Nc1ccc(NC(=O)C(C)OC(=O)c2ccc(N(C)C)cc2)cc1 (centres undefined)	-8.6	9.1	-2.0	-4.6	27.7	1.2	-7.0	0.8	-4.8	3.4
C/C(=N\NC(=O)Cc1ccc(Cl)c(Cl)c1)c1cccnc1	-0.1	5.5	.	2.9	27.2	1.3	-6.7	1.0	-2.4	.
Cc1ccccc1NC(=O)CNc1ccccc1C(=O)NCc1ccco1	2.0	-2.9	-4.9	1.5	11.6	0.8	-33.6	-0.5	2.5	-5.0
COc1cccc(NC(=O)Cn2c(=O)c3c(ncn3Cc3ccccc3)n(Cc3ccccc3)c2=O)c1	-4.6	9.2	-8.4	1.4	2.0	1.0	22.0	0.1	-6.9	-11.7
CCOC(=O)C1CCCN(Cc2ccc(OCC)cc2)C1 (centres undefined)	6.3	5.3	0.8	-1.8	20.8	0.4	-5.3	0.9	-0.6	-0.8
CCn1c(N)nc2ccccc21	-9.0	4.3	-5.9	-4.7	32.1	-0.1	0.5	0.5	6.9	2.1
COc1ccc(OC)c(Nc2nc(N)nc(-c3cc4ccccc4o3)n2)c1	34.5	0.7	-0.4	3.5	-15.6	1.6	19.9	-5.7	-8.5	-0.2
CN1CCN(CCNC(=O)Nc2ccc(Cl)cc2)CC1	?	-2.7	-18.2	-7.0	9.5	1.1	-10.6	-0.5	-1.5	-8.8
C=CCSC(CC)(CC)C(N)=O	-4.0	5.0	-2.6	2.9	23.9	0.2	-13.4	5.3	3.5	13.3
COc1ccc(F)cc1-c1cc(C(=O)NCc2cccc(C(F)(F)F)c2)[nH]n1	-2.5	8.9	.	-7.2	.	-0.2	20.0	.	.	.
NC(=O)c1ccccc1NC(=O)CCc1ccccc1	3.4	.	-23.1	-3.9	-4.0	0.4	.	6.4	-0.6	-0.3
CCOC(=O)c1c(C)oc(=O)c(CC)c1O	-1.9	1.2	.	4.6	.	-0.2	-8.9	.	5.0	.
O=[N+]([O-])c1cccc(NNS(=O)(=O)c2ccccc2F)c1	-11.6	0.5	9.2	-6.5	-3.8	-1.3	8.7	-0.2	13.7	8.7
Cn1c(N)c(C(=O)CSc2nc(C3CC3)n(-c3ccccc3)n2)c(=O)n(C)c1=O	-17.7	5.2	2.0	-0.6	.	-3.7	-12.0	.	3.2	-9.0
CC(Sc1ccc(S(=O)(=O)N2CCOCC2)cn1)c1ccccc1Cl (centres undefined)	-0.3	1.7	-8.7	-7.8	.	-0.2	2.9	.	2.6	-2.4
Cc1sc(NC(=O)c2ccco2)c(C(c2cccnc2)N2CCCC2)c1C (centres undefined)	1.1	5.3	20.5	3.7	21.4	-0.4	12.2	1.4	-2.9	8.0
CC(=O)N1N=C(c2ccco2)CC1c1cc2ccc(C)cc2nc1Cl (centres undefined)	17.3	4.8	4.1	5.6	12.8	3.2	-10.5	-4.0	11.8	8.0
O=[N+]([O-])c1ccc(S(=O)(=O)NN=C2CCCCC2)cc1	4.1	-8.4	-1.3	1.8	.	0.2	-3.0	.	118.9*	.
O=C(c1ccccc1F)N1CCN(S(=O)(=O)c2ccc(S(=O)(=O)N3CCCCCC3)cc2)CC1	-2.9	0.6	-10.4	1.9	-3.1	1.3	2.1	2.1	-2.4	2.9
O=C(c1cccs1)N1CCCC(c2nc3c(nnn3Cc3ccc(F)cc3)c(=O)[nH]2)C1 (centres undefined)	4.6	3.7	-4.6	0.7	19.6	-0.2	-10.5	-3.6	5.2	-5.5
Cc1cc(Br)ccc1NC(=O)CN1C(=S)NC(C)(C)CC1C (centres undefined)	-4.3	12.3	-5.6	-3.0	-6.4	-0.5	7.7	0.4	-18.8	1.6
Cc1ccc(S(=O)(=O)N2C[C@H]3n4c(=O)ccc(=O)n4C[C@H](OC(=O)NCC4CCCCC4)[C@@]3(O)C2)cc1	-7.9	-2.0	.	1.5	.	-0.4	0.6	.	3.7	.
C[C@H](NC(=O)[C@H](Cc1ccccc1)n1c(=O)[nH]c2ccccc2c1=O)C(=O)N1CCC(C(=O)O)CC1	-6.3	-3.8	-11.6	-0.4	24.7	-0.5	-4.1	-3.3	-0.7	2.2
CC(=O)Nc1ccc(SCC(=O)NNC(=O)CN(C)S(=O)(=O)c2ccc(C)cc2)cc1	-3.6	-2.0	-1.3	-0.9	.	-1.7	-3.1	.	3.1	.
CCC(C)[C@H](NC(=O)N1CCn2c1nc1ccccc12)C(=O)NCc1ccc(OC)cc1 (some centres undefined)	3.3	-2.7	-14.4	-0.7	42.6	-0.6	8.2	0.4	4.1	-13.8

Copied from the entries so far, 7 compounds:
SMILES	BoNT-F LC inh	PrPC surface inh	PriA SSB inh	Anthrax LF inh2	VHR inh abs	BoNT A protease	CCHFV vOTU inh	SARS 3CLpro inh	MazEF act	Rv3671c protease
Cc1ccccc1NC(=O)CNc1ccccc1C(=O)NCc1ccco1	2.0	-2.9	-4.9	1.5	11.6	0.8	-33.6	-0.5	2.5	-5.0
COc1cccc(NC(=O)Cn2c(=O)c3c(ncn3Cc3ccccc3)n(Cc3ccccc3)c2=O)c1	-4.6	9.2	-8.4	1.4	2.0	1.0	22.0	0.1	-6.9	-11.7
CCOC(=O)C1CCCN(Cc2ccc(OCC)cc2)C1 (centres undefined)	6.3	5.3	0.8	-1.8	20.8	0.4	-5.3	0.9	-0.6	-0.8
CCn1c(N)nc2ccccc21	-9.0	4.3	-5.9	-4.7	32.1	-0.1	0.5	0.5	6.9	2.1
COc1ccc(OC)c(Nc2nc(N)nc(-c3cc4ccccc4o3)n2)c1	34.5	0.7	-0.4	3.5	-15.6	1.6	19.9	-5.7	-8.5	-0.2
CN1CCN(CCNC(=O)Nc2ccc(Cl)cc2)CC1	?	-2.7	-18.2	-7.0	9.5	1.1	-10.6	-0.5	-1.5	-8.8
C=CCSC(CC)(CC)C(N)=O	-4.0	5.0	-2.6	2.9	23.9	0.2	-13.4	5.3	3.5	13.3

The list continues.
SMILES	BoNT-F LC inh	PrPC surface inh	PriA SSB inh	Anthrax LF inh2	VHR inh abs	BoNT A protease	CCHFV vOTU inh	SARS 3CLpro inh	MazEF act	Rv3671c protease
CS(=O)(=O)CCC(C(=O)Nc1ccc2c(c1)OCO2)N1Cc2ccccc2C1=O (centres undefined)	-1.1	1.6	9.7	-1.1	56.8*	1.4	9.0	-3.1	9.4	10.6
Cc1ccc(-c2nnc(SCC(=O)NCC3CCCO3)nc2-c2ccc(C)cc2)cc1 (centres undefined)	7.8	-15.5	5.1	-1.5	.	4.5	2.5	.	-0.5	.
COc1ccccc1/C=C1/SC(=S)N(CCC(=O)Nc2cccnc2)C1=O	-0.1	-1.5	-16.9	-0.9	5.4	1.0	8.4	8.3	435.4*	-8.4
CS(=O)(=O)N1CCC(C(=O)NCc2ccccc2)CC1	-5.4	-2.5	-10.0&10.8	-7.2	-6.0	-0.1	7.1	-0.8	-26.9	5.7
COc1ccc(NC(=O)N(C)C[C@H]2OCCCC[C@H](C)Oc3ccc(NC(=O)Nc4ccc5c(c4)OCO5)cc3C(=O)N([C@@H](C)CO)C[C@@H]2C)cc1	-2.1	10.3	.	-0.4	.	-0.1	2.4	.	-3.7	.
COc1cc(NC(=O)C2CC(c3ccccc3Cl)=NO2)cc(OC)c1OC (centres undefined)	-10.1	12.8	3.0	-3.1	12.2	-4.4	-11.6	-1.8	3.2	0.7
Cc1ccccc1NC(=S)NCC1CCC(CNC(=S)Nc2ccccc2C)CC1 (centres undefined)	-6.8	-0.3	-4.4	-5.1	-22.9	-0.1	-14.6	3.7	-3.8	2.6
CC1CCN(C(=O)CN2C(=O)C(=O)N(C(C)C)C2=O)c2ccccc2S1 (centres undefined)	0.1	8.4	-1.2	-7.3	.	0.0	8.7	.	3.1	-11.4
CN(C)c1ccc(NC(=O)c2cccc(N3C(=O)C4C5C=CC(C5)C4C3=O)c2)cc1 (centres undefined)	-16.9	-1.2	-0.6	-5.4	-1.0	0.8	7.5	-1.4	-3.1	11.9
COc1cccc(N2CCN(Cc3nc(N)nc(N4CCCc5ccccc54)n3)CC2)c1	-0.2	1.7	-2.7	-13.6	8.5	-0.1	6.8	3.2	-2.8	1.5
O=C(CCS(=O)(=O)c1cccc2nsnc12)N1CCN(Cc2ccc3c(c2)OCO3)CC1	-7.8	-48.0	0.7	-0.7	-2.8	0.5	23.0	-1.4	-0.3	3.7
CC(C)c1cc(CNC(=O)c2ccc(OC3CCN(Cc4ccccn4)CC3)cc2)on1	-5.8	-5.1	2.7	-4.5	46.0	2.8	13.0	-5.7	3.4	-4.9
O=C1CCc2cc(S(=O)(=O)Nc3ccccc3Cl)ccc2N1	-0.8	-2.8	-3.9	-6.7	.	-0.2	-5.3	.	4.7	-7.5
Cc1nc2sc3c(c2c(=O)n1/N=C/c1cccnc1)CCCC3	-0.3	5.3	.	-3.5	4.7	-0.4	5.7	0.2	14.7	-9.3
Cc1ccc(C)c(N2CCN(C(c3ccccc3)c3nnnn3C(C)(C)C)CC2)c1 (centres undefined)	8.7	8.2	.	-6.2	.	0.7	4.5	.	.	.
CC1(C)CC(=O)C2=C(C1)OC(N)=C(C#N)C2c1ccc[nH]1 (centres undefined)	0.8	3.1	-0.2	-1.7	-5.3	-1.5	0.3	-1.3	-24.7	2.8
NS(=O)(=O)c1ccc(-c2ccc(/C=C3\NC(=S)NC3=O)o2)cc1	13.4	-3.2	3.0	25.6	-2.3	15.7	27.4	-3.9	-35.8	0.8
CCC(CC)C(=O)Nc1cccc(C(=O)c2ccccc2)c1	6.7	-3.9	-3.8	-1.3	-14.1	-0.8	1.0	2.8	-1.8	-10.3
O=C(COC(=O)c1ccc(Cl)nc1)Nc1ccc2c(c1)CCC2	1.1	6.0	-11.0	0.4	.	0.1	-0.6	.	-1.8	0.1
COc1cc(C(=O)N/C(=C\c2cn(C)c3ccccc23)C(=O)N2CCOCC2)cc(OC)c1OC	4.3	-4.4	1.2	-1.8	-20.1	2.4	17.2	2.0	0.2	-2.8
Cc1cc(=O)[nH]c(Nc2cccc(Br)c2)n1	?	0.5	-18.2	-11.0	4.9	-2.6	-5.1	5.9	6.5	4.4
CCn1c(SCCN2CCOCC2)nc2c1c(=O)n(C)c(=O)n2C	?	0.8	-1.6	-4.3	9.8	-0.8	-18.3	1.8	0.2	2.2
CCOc1ccc(N(CC(=O)N2CCN(c3ccccc3OC)CC2)S(=O)(=O)c2ccc(C)cc2)cc1	-1.8	-3.9	-3.5	0.5	33.1	-0.6	-10.3	6.0	1.2	.
O=C(CCS(=O)(=O)c1ccc(Cl)cc1)NCCN1C(=O)S/C(=C\c2ccccc2F)C1=O	2.2	-2.8	-2.8	0.6	-2.5	0.9	-6.9	1.8	-6.5	1.0
COc1ccc(CNC(=O)O[C@H]2Cn3c(=O)ccc(=O)n3[C@@H]3CN(S(=O)(=O)c4ccc(C)cc4)C[C@]23O)cc1OC	-1.9	3.8	.	-3.5	.	-0.6	11.8	.	4.3	.
COc1ccc(N2CCN(CC(=O)NCc3ccccc3)CC2)cc1	-3.5	-2.4	-5.4	0.9	-2.8	-0.3	4.6	-3.3	3.1	-5.3
COc1cc2c(cc1OC)C1(Nc3c-2c(-c2ccccc2)nn3-c2ccccc2)C(=O)Nc2ccccc21 (centres undefined)	2.4	-3.4	26.6	-4.4	-4.1	1.4	-0.3	1.8	-27.8	-2.7
